# GRIN3A LBD mod – modulates the human NR3A ligand-binding domain; NR3A LBD differential scanning fluorimetry, Tm shift; 0% = protein alone, 100% = glycine-bound protein; 2.5% of 340,000 active; AID 1259313; Tm shift relative to glycine control, % at 25 µM;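 active means melting temperature shift of at least 10% of the positive control shift, at one fixed dose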
# ATG4B inhibitor – blocks human ATG4B protease cleavage of LC3 substrate; inhibition, % at 8.33 µM; 0.51% of 340,000 active; Q9Y4P1; ATG4B cleavage of LC3-PLA2, NBD-HPC fluorescence, 1 h; in the data active means inhibition above about 40%
# SENP8 block – inhibitors of human SENP8 protease; inhibition, % at 20 µM; Q96LD8; 0.64% of 360,000 active; recombinant SENP8, Nedd8 substrate fluorescence; in the data active means inhibition mostly above about 40%, no sharp cut-off; inactive means mostly below about 27%
# Target sequence (Q96LD8 whole entry, looked up): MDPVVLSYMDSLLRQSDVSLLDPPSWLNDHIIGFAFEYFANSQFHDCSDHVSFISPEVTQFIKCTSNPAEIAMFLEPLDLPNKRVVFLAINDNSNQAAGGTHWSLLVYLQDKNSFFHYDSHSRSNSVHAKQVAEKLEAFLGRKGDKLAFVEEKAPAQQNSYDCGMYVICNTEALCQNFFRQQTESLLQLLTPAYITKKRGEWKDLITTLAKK
# HKDC1 inh – blocks human hexokinase HKDC1 activity. Q2TB90. recombinant HKDC1, G6PDH/diaphorase resazurin coupled fluorescence. inhibition, % at 20 µM. 0.16% of 340,000 active;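 active means inhibition above about 35% when tested at 20 µM, limit read from the data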;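 further: plate controls were DMSO wells with enzyme for no effect and DMSO wells lacking enzyme for full effect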
# Target sequence (Q2TB90 whole entry, looked up): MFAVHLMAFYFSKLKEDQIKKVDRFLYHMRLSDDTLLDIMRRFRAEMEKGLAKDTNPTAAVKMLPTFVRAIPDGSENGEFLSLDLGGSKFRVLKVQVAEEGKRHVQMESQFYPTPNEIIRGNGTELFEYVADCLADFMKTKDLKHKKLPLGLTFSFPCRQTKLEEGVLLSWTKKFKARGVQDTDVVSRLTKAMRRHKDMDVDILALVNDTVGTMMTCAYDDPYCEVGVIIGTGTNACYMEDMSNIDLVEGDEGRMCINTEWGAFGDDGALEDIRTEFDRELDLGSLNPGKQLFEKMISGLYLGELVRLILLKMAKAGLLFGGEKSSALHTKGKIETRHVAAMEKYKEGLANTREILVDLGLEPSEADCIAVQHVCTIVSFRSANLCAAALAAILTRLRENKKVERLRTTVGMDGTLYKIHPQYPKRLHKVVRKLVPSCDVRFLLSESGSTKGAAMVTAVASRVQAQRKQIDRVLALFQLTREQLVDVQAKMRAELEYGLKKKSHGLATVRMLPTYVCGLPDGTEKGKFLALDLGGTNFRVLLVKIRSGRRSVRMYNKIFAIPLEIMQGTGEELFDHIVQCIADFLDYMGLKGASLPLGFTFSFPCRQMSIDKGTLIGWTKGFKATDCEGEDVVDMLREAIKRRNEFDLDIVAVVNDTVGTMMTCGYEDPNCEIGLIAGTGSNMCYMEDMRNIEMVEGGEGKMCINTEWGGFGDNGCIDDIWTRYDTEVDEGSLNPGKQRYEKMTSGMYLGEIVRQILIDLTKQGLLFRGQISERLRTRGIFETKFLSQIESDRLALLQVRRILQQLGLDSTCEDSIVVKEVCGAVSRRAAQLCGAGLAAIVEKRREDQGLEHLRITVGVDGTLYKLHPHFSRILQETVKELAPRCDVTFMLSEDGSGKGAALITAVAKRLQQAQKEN
#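 System: Recombinant HKDC1 hexokinase | Amount: HKDC1 at 5 µg/mL | Reagent: Glucose with 1 mM ATP | Doses: Single 20 µM dose | Incubation: Reaction time 90 min, room temperature, protected from light | Signal: Coupled resazurin fluorescence, excitation 525 nm, emission 613 nm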
# PfGluPho inh – PfG6PD (Plasmodium falciparum) enzyme inhibition | PfGluPho enzyme, NADPH resazurin-diaphorase fluorescence | 0.78% of 350,000 active | inhibition, % at 20 µM | AID 504690;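 active means inhibition reaching at least a set limit at 20 µM in the primary screen, cut at about 59% in these data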;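 further: 0% = DMSO wells with substrate and 100% = DMSO wells lacking glucose-6-phosphate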
# SENP7 inh – inhibitors of human SENP7 protease. recombinant SENP7, Z-RLRGG-aminoluciferin luminescence, 40 min. 1.5% of 330,000 active. Q9BQF6. inhibition, % at 5 µM;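 active means inhibition above about 50% at the single test dose, limit read from the data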;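 further: plate controls were DMSO with enzyme for no effect and no enzyme buffer wells for full effect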
# MPTP block – blocks calcium-induced mitochondrial swelling | isolated mouse mitochondria, Ca2+ swelling absorbance, 30 min | inhibition, % at 10 µM | 1.4% of 360,000 active;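 active means inhibition of 50% or more, scaled per plate between neutral and stimulator controls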;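 further: 0% = DMSO wells given calcium and 100% = 1 mM EGTA wells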
# SENP6 inh – inhibitors of human SENP6 protease; Recombinant SENP6 catalytic domain, aminoluciferin luminescence; 1.8% of 330,000 active; Q9GZR1; AID 2599; inhibition, % at 10 µM;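 active means inhibition above about 50% at the single tested dose, limit read from the data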;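 further: plate controls were DMSO wells with enzyme for no effect and DMSO wells lacking enzyme for full effect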
# * hit, by the source's call; . = not tested or not shown. The order is random, and some 6.9% of all compounds hit somewhere here.
# Short keys – A = GRIN3A LBD mod; B = ATG4B inhibitor; C = SENP8 block; D = HKDC1 inh; E = PfGluPho inh; F = SENP7 inh; G = MPTP block; H = SENP6 inh
> O=C(c1ccc(NS(=O)(=O)c2cccc([N+](=O)[O-])c2)cc1)N1CCN(C(=O)c2ccco2)CC1
  A: -1; B: -61; C: 20; D: -2; E: -9; F: -3; G: -2.7; H: -9
> COc1cc(/C=C2\S/C(=N/S(=O)(=O)c3ccccc3)NC2=O)c([N+](=O)[O-])cc1OC
  A: -3; B: -2; C: 21; D: 4; E: -15; F: 2; G: -1.0; H: 2
> Cc1c(N)c(C(C)(C)C)cc(C(C)(C)C)c1[N+](=O)[O-]
  A: -13; B: 10; C: 23; D: -3; E: -1; F: 3; G: 22; H: 5
> CCOC(=O)C(CCCCCOc1ccc([N+](=O)[O-])cc1)C(=O)OCC
  A: 10; B: -2; C: 11; D: 3; E: 11; F: 2; G: -0.5; H: -18
> O=c1[nH]c2cc3c(cc2cc1CN(Cc1cccnc1)C(=S)NCc1ccco1)OCO3
  A: -1; B: -1; C: -346; D: -5; E: 5; F: 6; G: -1.1; H: 13
> C/C=C\C(=O)Nc1cccc(C2=NOC3(C2)C[C@@H](C(N)=O)N(C(=O)c2ccccc2)C3)c1 (stereo partly specified)
  A: 0; B: -2; C: 4; D: -3; E: -11; F: 1; G: -1.9; H: -15
> CCOc1ccc(C(=O)Nc2nncs2)cc1OCC
  A: -1; B: 10; C: -5; D: 1; E: -6; F: 3; G: -0.7; H: -7
> CCOc1cc2c(cc1O)C(=NO)CC1C2CCC2(C)C(O)CCC12 (stereo unspecified)
  A: 0; B: -1; C: 8; D: -4; E: -1; F: .; G: 0.1; H: .
> Cc1ccsc1C(=O)N1CCCC(C(=O)c2cc(F)ccc2F)C1 (stereo unspecified)
  A: -1; B: 13; C: 37; D: 6; E: 5; F: -1; G: -0.7; H: -20
> COc1ccc(CNC(=O)C(=O)NCC2CCCN2S(=O)(=O)c2cccs2)cc1 (stereo unspecified)
  A: -3; B: 6; C: 5; D: -4; E: -6; F: 6; G: -0.8; H: 17
> COc1ccc(CCC(=O)NCC(c2ccco2)N2CCc3ccccc32)cc1 (stereo unspecified)
  A: 0; B: 3; C: 23; D: -5; E: 0; F: 9; G: 0.3; H: 3
> CCOc1ccc(OCCC(=O)N(CC(C)C)c2c(N)n(Cc3ccccc3)c(=O)[nH]c2=O)cc1
  A: 3; B: 1; C: -50; D: 0; E: -7; F: .; G: 1.8; H: .
> c1ccc(CC[C@@H]2CC[C@@H](CCc3ccccc3)N2)cc1
  A: -3; B: 3; C: 17; D: -3; E: 10; F: 2; G: 69*; H: 4
> CC(Cc1ccccc1)C(=O)N1CCN(C)CC1 (stereo unspecified)
  A: 0; B: 3; C: 12; D: -5; E: -18; F: -3; G: -1.3; H: -4
> CC1(C)OC(=O)N(c2ccccc2)C12C=Cc1c(ccc3ccccc13)O2 (stereo unspecified)
  A: 2; B: 3; C: 21; D: 10; E: -4; F: -12; G: -2.2; H: -1
> Cc1csc(NC(=O)C2=NN(c3ccccc3)C(=O)CC2)n1
  A: 0; B: -7; C: 9; D: 6; E: 5; F: 6; G: 0.4; H: -10
> COc1ccc(C(=O)Nc2ccc(S(=O)(=O)NC(C)(C)C)cc2)cc1[N+](=O)[O-]
  A: 28*; B: -2; C: 12; D: -3; E: 15; F: 2; G: -1.2; H: -11
> COc1ccc(/C=N/N2CCOCC2)cc1COc1ccc(F)cc1
  A: 0; B: -11; C: 2; D: 0; E: 3; F: -5; G: -0.1; H: -9
> COC(=O)c1ccc2c(=O)n(Cc3ccco3)c(SCC(=O)Nc3ccc(C)c(Cl)c3)nc2c1
  A: -1; B: -9; C: -99; D: -9; E: -14; F: -4; G: 2.8; H: -13
> CCCCNC(=S)Nc1ccc([N+](=O)[O-])cc1
  A: -4; B: 13; C: 34; D: -2; E: 2; F: -3; G: 95*; H: -11
> Cc1ccc(C)c(Nc2ncccc2C(=O)NCc2cccs2)c1
  A: 3; B: 7; C: 8; D: 8; E: 13; F: 3; G: 4.2; H: 11
> Cc1ccc(S(=O)(=O)c2c[nH]c3ccc(Cl)cc3c2=O)cc1
  A: .; B: 8; C: 14; D: 7; E: -42; F: 4; G: 1.4; H: 11
> Cc1cc(C)c2c(NC(=O)CCl)nn(C)c2n1
  A: 0; B: -10; C: -25; D: -3; E: 1; F: 18; G: 0.2; H: 7
> C(=Nc1cccc2c(N=Cc3ccco3)cccc12)c1ccco1
  A: -2; B: -4; C: -396; D: -7; E: 20; F: 30; G: 0.1; H: 86*
> COc1cc(OC)cc(-c2oc(=O)c3cc(OC)c(OC)cc3c2C#CCCCO)c1
  A: -2; B: -5; C: -270; D: 4; E: -4; F: -4; G: -2.1; H: 10
> COCc1cc(=O)n2[nH]c(SC)nc2n1
  A: 0; B: 1; C: 15; D: 3; E: -2; F: 4; G: -1.2; H: 5
> CCOC(=O)C1(Cc2ccccc2)CCCN(CCCn2cccn2)C1 (stereo unspecified)
  A: 1; B: 14; C: 5; D: 12; E: -17; F: 7; G: -2.0; H: 20
> O=C(Nc1ccc2ncccc2c1)c1ccccc1Br
  A: 18*; B: -9; C: 14; D: 5; E: -3; F: 24; G: -0.3; H: 11
> C[C@H]1CN([C@@H](C)CO)C(=O)Cc2cc(NC(=O)CCC(F)(F)F)ccc2O[C@H]1CN(C)Cc1ccc(C(F)(F)F)cc1
  A: -3; B: -24; C: 6; D: 1; E: 23; F: 8; G: -1.2; H: 2
> Cc1ccc(NC(=O)CCSc2nc(C)cc(C)n2)cc1
  A: 1; B: -4; C: 29; D: -7; E: -20; F: 7; G: -7.4; H: -25
> CN(c1ccccc1)S(=O)(=O)c1ccc(Cl)c(C(=O)OCC(=O)N2CCOCC2)c1
  A: 0; B: -3; C: 14; D: -3; E: 16; F: 3; G: -4.7; H: -20
> C[C@H]1CNC(=O)C(=O)N1C[C@H](Cc1ccc(O)cc1)NC(=O)CC12CC3CC(CC(C3)C1)C2
  A: 3; B: -3; C: 6; D: -4; E: -19; F: -15; G: 1.0; H: -34
> COc1ccc2c(C)cc(SCC(=O)Nc3cccnc3Cl)nc2c1
  A: 2; B: -7; C: -26; D: -7; E: 15; F: 4; G: 1.4; H: -7
> COc1ccc(CNC(=O)COC(=O)c2ccc(OCc3c(C)noc3C)cc2)cc1OC
  A: -3; B: -5; C: 4; D: -7; E: 2; F: -7; G: 2.1; H: -12
> CCC(C)(C)NC(=O)C(c1cccn1C)N(C(=O)Cn1nnc2ccccc21)c1ccc(F)cc1 (stereo unspecified)
  A: 1; B: -8; C: 31; D: -9; E: 12; F: -3; G: 0.8; H: -10
> CC(=O)Nc1cccc(-c2nn[nH]n2)c1
  A: 1; B: 5; C: 9; D: -5; E: -17; F: 5; G: 0.0; H: -12
> COc1ccc(CCn2c(N3CCN(Cc4ccccc4)CC3)nc3c2c(=O)[nH]c(=O)n3C)cc1
  A: -1; B: -11; C: 20; D: -2; E: 10; F: 1; G: -0.5; H: -1
> O=C(Cc1ccccc1)NCc1ccc2c(c1)OCO2
  A: -4; B: -7; C: 3; D: 0; E: -10; F: 5; G: -4.1; H: 13
> Cc1nn(Cc2c(F)c(F)c(F)c(F)c2F)c(C)c1NC(=O)c1c(-c2ccccc2)nn(-c2ccccc2)c1C
  A: 0; B: 7; C: 16; D: 9; E: -15; F: -1; G: -1.3; H: -11
> CC(=O)Nc1ccc2sccc2c1
  A: 1; B: -4; C: 19; D: -3; E: 5; F: 9; G: -1.4; H: -14
> O=C(C(Cc1ccccc1)N1C(=O)C2C3C=CC(C3)C2C1=O)N1CCCCC1 (stereo unspecified)
  A: -1; B: -1; C: 17; D: -2; E: 5; F: 6; G: -1.5; H: -9
> CN(c1ccccc1)c1cc(=O)[nH]c(=O)[nH]1
  A: -2; B: 0; C: 20; D: -7; E: -16; F: -2; G: -6.3; H: -5
> COc1cccc(CN2CCC(C(=O)Nc3ccc(-c4cccc(C)c4)cc3)CC2)c1O
  A: -5; B: 9; C: 13; D: -2; E: 19; F: -4; G: 2.9; H: 3
> Cc1ccc(NC(=O)Cn2cccc2)cc1
  A: 0; B: -14; C: -3; D: -8; E: 0; F: -2; G: 0.5; H: -2
> Cn1cc(S(=O)(=O)NC[C@H]2O[C@@H](n3ccc(=O)[nH]c3=O)[C@H](O)[C@@H]2O)cn1
  A: -2; B: -8; C: 1; D: -3; E: 0; F: .; G: 0.0; H: .
> O=C(O)c1ccc(N/N=C/c2ccc(OC(=O)c3cccc(Cl)c3)cc2)cc1
  A: -3; B: 15; C: 3; D: 0; E: -23; F: 12; G: -1.2; H: 6
> COC(=O)c1ccc(N=c2sc(C(=O)OC)cc(=O)n2C)cc1
  A: 0; B: 2; C: -2; D: 4; E: 14; F: .; G: -1.8; H: .
> O=C(NNCC(O)COc1ccccc1)c1ccccc1 (stereo unspecified)
  A: 1; B: 1; C: -1; D: -11; E: -15; F: 10; G: -0.1; H: 0
> COc1ccc(-c2noc(CN(C)C(=O)c3ccoc3C)n2)cc1OC
  A: -2; B: -7; C: 14; D: -5; E: -13; F: 8; G: -1.5; H: -2
> COc1cc2c(cc1OC)C1=NC(=O)CN1C(SCc1ccc(C)cc1)=N2
  A: -3; B: -14; C: -415; D: 2; E: -3; F: -4; G: -1.4; H: -13

# Ordered by molar mass (descending): part of the list above
# Short keys – A = GRIN3A LBD mod; B = ATG4B inhibitor; C = SENP8 block; D = HKDC1 inh; E = PfGluPho inh; F = SENP7 inh; G = MPTP block; H = SENP6 inh
> COc1cccc(CN2CCC(C(=O)Nc3ccc(-c4cccc(C)c4)cc3)CC2)c1O
  A: -5; B: 9; C: 13; D: -2; E: 19; F: -4; G: 2.9; H: 3
> O=C(C(Cc1ccccc1)N1C(=O)C2C3C=CC(C3)C2C1=O)N1CCCCC1 (stereo unspecified)
  A: -1; B: -1; C: 17; D: -2; E: 5; F: 6; G: -1.5; H: -9
> O=C(NNCC(O)COc1ccccc1)c1ccccc1 (stereo unspecified)
  A: 1; B: 1; C: -1; D: -11; E: -15; F: 10; G: -0.1; H: 0
> Cc1ccc(NC(=O)Cn2cccc2)cc1
  A: 0; B: -14; C: -3; D: -8; E: 0; F: -2; G: 0.5; H: -2

# (cont.)
# Short keys – A = GRIN3A LBD mod; B = ATG4B inhibitor; C = SENP8 block; D = HKDC1 inh; E = PfGluPho inh; F = SENP7 inh; G = MPTP block; H = SENP6 inh
> CC(C)(CO)NC12CC3CC(CC(C3)C1)C2
  A: 0; B: -3; C: 24; D: -7; E: -7; F: -3; G: 0.0; H: -4
> CC(C)OCCCn1c(SCC(=O)N2CCCC2=O)nc2ccccc2c1=O
  A: 2; B: -9; C: 34; D: -2; E: 8; F: -11; G: 2.1; H: -14
> O=C(NNc1cccc(Cl)n1)c1c(F)cccc1F
  A: -1; B: 2; C: 12; D: 2; E: -10; F: 10; G: 0.8; H: -6
> CC(C)=CC(=O)OCC(=O)NC1CCCc2ccccc21 (stereo unspecified)
  A: -2; B: 3; C: 12; D: -10; E: -12; F: -4; G: 0.3; H: 13
> N/C(=N\OC(=O)c1ccc([N+](=O)[O-])cc1)c1ccc(Br)cc1
  A: -4; B: 6; C: 9; D: 2; E: -21; F: -10; G: -1.3; H: 10
> O=C(O)[C@@H]1CCCN(S(=O)(=O)c2cccc3cccnc23)C1
  A: 1; B: -2; C: 17; D: 1; E: -1; F: -5; G: -1.0; H: 0
> CCC(=O)Nc1cccc(C(=O)/C=C/c2cccs2)c1
  A: -5; B: -1; C: 17; D: 5; E: -1; F: 3; G: 1.5; H: -11
> CCCN1Cc2cccc(C(=O)NCCc3cccc(C)c3)c2C1=O
  A: -1; B: -3; C: 16; D: -9; E: -2; F: -4; G: 0.4; H: 7
> Cc1ccc(Cl)cc1NC(=S)N1CCC(c2ccccc2)C1 (stereo unspecified)
  A: 0; B: 7; C: 9; D: -3; E: -15; F: 7; G: 3.2; H: -7
> CN1c2cccc3cccc(c23)N(C)C1c1cccs1
  A: 5; B: 2; C: -246; D: 11; E: 19; F: 16; G: 0.1; H: 11
> COc1cc(-c2[nH]nc3c2C(c2ccoc2)C(C#N)=C(N)O3)cc(OC)c1OC (stereo unspecified)
  A: -1; B: 2; C: 36; D: -1; E: 14; F: 5; G: -0.2; H: -7
> Cc1cc(Nc2ccccc2F)n2nc(C)nc2n1
  A: -1; B: -4; C: 7; D: 5; E: -14; F: -1; G: -3.4; H: -4
